# Source: PubChem BioAssay (National Center for Advancing Translational Sciences (NCATS))
# TDP1 cell CPT = qHTS for Inhibitors of human tyrosyl-DNA phosphodiesterase 1 (TDP1): qHTS in cells in presence of CPT. chicken DT40 Tdp1-/-;hTDP1 cells + 20 nM CPT, ATP luminescence, 48 h. Potency, µM (series often up to 46.2 µM), without a hit: top-dose activity change, negative = growth inhibition, usual class: inhibitors. actives 12% (n = 420,000); note: nearly all actives have a fitted effect of over 55% in size
#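 Chicken DT40 Tdp1-/- cells complemented with human TDP1, 400 cells/well, exposed to compounds plus 20 nM camptothecin for at least 48 h at 37 C; viability read as ATP content by CellTiter-Glo luminescence.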
# GCN5L2 inh = qHTS Assay for Inhibitors of GCN5L2 | actives 0.21% (n = 390,000) | Potency, µM (doses to about 58.9 µM), for inactives: top-dose activity change, negative = inhibition, actives largely listed as inhibitors | Histone acetyltransferase KAT2A (Homo sapiens), Q92830 | GCN5L2 HAT assay, ThioGlo1 CoA-SH fluorescence
#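 ThioGlo1-coupled HAT assay: 20nM GCN5L2, 70uM acetyl-CoA, 75uM H3(1-25) peptide, pH 7.5. Fluorescence read at 340/540nm at start and after 20 min at room temperature.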
# FEN1 inh = qHTS Assay for the Inhibitors of Human Flap endonuclease 1 (FEN1) | P39748 | Recombinant FEN1 flap cleavage, fluorescence, 15 min | Potency, µM (highest dose often 114 µM), for the others: at the highest dose activity change, negative = inhibition, most hits filed as inhibitors | actives 0.35% (n = 390,000) | AID 588795, 2011; note: nearly all actives have a fitted effect of over 65% in size
# Target sequence (P39748 whole entry, looked up): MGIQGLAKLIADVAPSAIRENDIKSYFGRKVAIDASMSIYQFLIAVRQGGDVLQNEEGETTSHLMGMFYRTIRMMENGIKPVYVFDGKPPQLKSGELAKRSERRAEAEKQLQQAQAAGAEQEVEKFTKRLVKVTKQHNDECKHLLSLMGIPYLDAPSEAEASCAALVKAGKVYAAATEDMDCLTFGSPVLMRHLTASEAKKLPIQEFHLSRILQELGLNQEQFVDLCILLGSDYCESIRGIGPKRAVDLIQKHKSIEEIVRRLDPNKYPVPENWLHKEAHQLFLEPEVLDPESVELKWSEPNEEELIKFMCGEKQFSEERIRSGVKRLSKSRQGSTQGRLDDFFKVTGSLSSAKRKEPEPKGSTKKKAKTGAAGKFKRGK
#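 FEN1 at 10 nM preincubated with compounds 15 min at room temperature, then flap DNA substrate added at 50 nM final. Signal read at 0 and 15 min; concentration-response fitted with four-parameter Hill equation.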
# * = called active by the depositor; u = inconclusive; x = not tested or not shown; & = joins results of further samples. Calls come from the whole dose curve; as a rule, active = well fitted curve in the direction sought with a large enough effect; inconclusive = small, poorly fitted or top-dose-only effect, or another doubt; inactive = no such curve, though single readings can be large; an effect the other way counts as inactive or inconclusive. % is set by controls: 0 for no effect and ±100 for the full control effect; potency is the fitted concentration of half-maximal effect. Only part of the results is shown (hit frequency here may not be typical).
1) Cc1ccc(C(=O)c2oc3ccccc3c2NC(=O)C(C)Oc2ccccc2Cl)cc1 (configuration not stated)
2) O=C(COC(=O)c1ccc2c(c1)OCO2)Nc1nc(-c2ccccc2)cs1
3) CCC(=O)Nc1ccc2oc(-c3cccc(C)c3)nc2c1
4) CNc1c(NS(=O)(=O)c2ccc(Cl)cc2)c(=O)oc2ccccc12
5) Nc1ncnc2c1ncn2CCNCCc1ccccc1

screen / no. | 1 | 2 | 3 | 4 | 5
TDP1 cell CPT | -26% | -21% | 7.3µM* | -14% | 7%
GCN5L2 inh | -19% | -6% | -4% | -18% | -10%
FEN1 inh | -6% | 3% | -3% | 1% | -2%

6) CCS(=O)(=O)NCCc1cc2c(OC)ccc(OC)c2[nH]c1=O
7) Cc1cnc(NS(=O)(=O)c2ccc(Cl)cc2)c(Br)c1
8) NC(=O)c1ccccc1NC(=O)C1CCCN(c2ncnc3onc(-c4ccc(F)cc4)c23)C1 (configuration not stated)
9) Cc1nn(CCCC(=O)Nc2c(F)cc(F)cc2Br)c(C)c1[N+](=O)[O-]
10) COc1cccc2cc(-c3nc4ccc(C)cc4[nH]3)c(=O)oc12

screen / no. | 6 | 7 | 8 | 9 | 10
TDP1 cell CPT | 6% | 27% | 13µM* | 2% | -10%
GCN5L2 inh | 1% | -12% | -12% | -5% | -3%
FEN1 inh | 0% | 5% | -8% | -5% | 1%

11) CCOC(=O)C1(C)/C(=N/Nc2ccccc2)C(=O)C(=O)N1c1ccccc1 (configuration not stated)
12) Cc1cc(-n2c(C)cc(C(=O)CN3C(=O)NC4(CCCC4)C3=O)c2C)no1
13) CNC(=O)Nc1ccc2nc(C)sc2c1
14) Cc1ccc(NC(=O)C(=O)NNC(=O)c2ccccc2C)cc1Cl
15) O=c1ccn([C@@H]2O[C@H](CNS(=O)(=O)C3CC3)[C@@H](O)[C@H]2O)c(=O)[nH]1

screen / no. | 11 | 12 | 13 | 14 | 15
TDP1 cell CPT | -18% | 1% | -30% | u | 3%
GCN5L2 inh | -1% | -5% | -1% | -8% | x
FEN1 inh | 1% | 3% | -25% | 2% | -2%

16) N#Cc1nc(N)nc(N(c2ccccc2)c2ccccc2)n1
17) COC(=O)[C@H](C)NC(=O)NCc1ccccc1F
18) NC(=O)NC(=O)COC(=O)CCCSc1nc2ccccc2s1
19) Cc1ccc(C)c(N(CC(=O)NCCc2ccccc2)C(=O)CCC(=O)Nc2ccccn2)c1
20) CN(C)S(=O)(=O)c1cc(NC(=O)[C@H](Cc2ccccc2)N2C(=O)c3ccccc3C2=O)ccc1Cl

screen / no. | 16 | 17 | 18 | 19 | 20
TDP1 cell CPT | u | -7% | -1% | -13% | 8%
GCN5L2 inh | 0% | 6% | -3% | -5% | -6%
FEN1 inh | -13%&2% | -13% | 17% | -1% | -12%

21) COc1ccc(OC)c(CCNC(=O)c2ccccc2NC(=O)C2=C(C)OCCS2)c1
22) Cc1cc(Cl)ccc1OCCCC(=O)N1CCN(C)CC1
23) O=C1CC(N2CCN(c3ccccc3)CC2)C(=O)N1c1cccc(Cl)c1 (configuration not stated)
24) C=CCOc1ccc(/C=C/C(=O)OCC(=O)NCC2CCCCC2)cc1
25) COc1ccc(CNC(=O)C2CCN(S(C)(=O)=O)CC2)cc1

screen / no. | 21 | 22 | 23 | 24 | 25
TDP1 cell CPT | u | u | -3% | -14% | -3%
GCN5L2 inh | -5% | -11% | -4% | -8% | -6%
FEN1 inh | -2% | -3% | 23% | -2% | 13%

26) Cc1ccc(Nc2ccc(C(=O)O)cc2[N+](=O)[O-])cc1
27) O=C(Nc1ccccn1)C(=O)N1CCCCC1
28) CCN(CC(=O)NCc1cccs1)c1ccc(S(=O)(=O)N2CCN(C)CC2)cn1
29) Cc1cc(NC(=O)CN2CCC(n3nnc4cc(C(F)(F)F)ccc43)CC2)no1
30) CS(=O)(=O)Nc1cccc(-c2cncnc2NCc2cccnc2)c1

screen / no. | 26 | 27 | 28 | 29 | 30
TDP1 cell CPT | -1% | -2% | -4% | u | 13%
GCN5L2 inh | 1% | 2% | -2% | 0% | -2%
FEN1 inh | -11% | 13% | -14% | -18% | x

# Limited to TDP1 cell CPT, for some of the entries so far:
nr | SMILES | TDP1 cell CPT
17 | COC(=O)[C@H](C)NC(=O)NCc1ccccc1F | -7%
18 | NC(=O)NC(=O)COC(=O)CCCSc1nc2ccccc2s1 | -1%

# Complete entries, looked up by structure. Order of values: TDP1 cell CPT | GCN5L2 inh | FEN1 inh
# Cc1ccc(Nc2ccc(C(=O)O)cc2[N+](=O)[O-])cc1 in the list: -1% | 1% | -11%
# CCN(CC(=O)NCc1cccs1)c1ccc(S(=O)(=O)N2CCN(C)CC2)cn1 in the list: -4% | -2% | -14%
# CS(=O)(=O)Nc1cccc(-c2cncnc2NCc2cccnc2)c1 in the list: 13% | -2% | x
# Cc1cc(NC(=O)CN2CCC(n3nnc4cc(C(F)(F)F)ccc43)CC2)no1 in the list: u | 0% | -18%
# O=C(Nc1ccccn1)C(=O)N1CCCCC1 in the list: -2% | 2% | 13%

# Later entries
31) COc1cc(OC)c(C(=O)NCc2nc(-c3ccccc3)no2)cc1OC
32) CS(=O)(=O)Nc1ccc(C(=O)Nc2ccc3ccccc3c2)cc1
33) O=C(CCN1C(=O)/C(=C/c2ccccc2Cl)SC1=S)NCCCN1CCOCC1
34) Cc1ccc(NC(=S)N(CCC(C)C)C(C)c2ccncc2)c(Cl)c1 (configuration not stated)
35) COc1cccc(Cn2c(=O)c(-c3cccs3)nc3cnc(OCc4ccccc4)nc32)c1

screen / no. | 31 | 32 | 33 | 34 | 35
TDP1 cell CPT | u | 2.9µM* | u | -30% | -2%
GCN5L2 inh | -2% | 3% | -1% | -13% | -9%
FEN1 inh | -14% | 0% | -3% | 6% | x

36) CC(=O)Nc1ccc(S(=O)(=O)N2CCN(C)CC2)cc1
37) COc1ccc(OCC(O)CN2C(=O)c3ccccc3S2(=O)=O)cc1 (configuration not stated)
38) Cc1cccc(Nc2nc(N)c([N+](=O)[O-])c(N3CCOCC3)n2)c1
39) O=C(Cc1ccc(S(=O)(=O)N2CCOCC2)s1)NCCOc1ccccc1F
40) CC1(C)CC(=O)C=C(NCCCN2CCCC2=O)C1

screen / no. | 36 | 37 | 38 | 39 | 40
TDP1 cell CPT | u | -17% | -2% | -24% | -4%
GCN5L2 inh | -9% | -1% | 0% | -4% | x
FEN1 inh | 6% | 35% | -4% | 3% | -4%

41) CC(CN1CCOCC1)OC(=O)c1ccccc1Cl (configuration not stated)
42) CCC(C)NS(=O)(=O)c1ccc(N2CCCCS2(=O)=O)cc1 (configuration not stated)
43) NS(=O)(=O)c1ccc(CCN2C(=O)/C(=C\c3ccc(Cl)cc3)SC2=S)cc1
44) C[C@@H]1O[C@@H](OC[C@@H]2O[C@H](Oc3c(-c4ccc(O)cc4)oc4cc(O)cc(O)c4c3=O)[C@@H](O)[C@H](O)[C@H]2O)[C@H](O)[C@H](O)[C@H]1O
45) O=C(N/C=C/c1ccco1)OCc1ccccc1

screen / no. | 41 | 42 | 43 | 44 | 45
TDP1 cell CPT | 13% | u | 6.5µM* | -2% | u
GCN5L2 inh | -4% | -1% | -5% | -7% | 2%
FEN1 inh | 2% | 6% | -4% | -11% | 7%

46) CCOC(=O)c1cc(-c2ccc(Cl)cc2)nc2c1c(C)nn2CCC#N
47) Cn1c(=O)c2c(nc(Sc3ncnn3CC(=O)NC(C)(C)C)n2C)n(C)c1=O
48) COc1cc2ccccc2cc1C(=O)N1CCN(c2nc3c(F)cccc3s2)CC1
49) COc1ccc(C2C3=C(CC(C)(C)CC3=O)Oc3ncn(Cc4ccccc4)c(=N)c32)cc1 (configuration not stated)
50) CC(C)c1ccc(CN(Cc2ccco2)c2cnc(S(C)(=O)=O)nc2C(=O)Nc2ccc(F)cc2)cc1

screen / no. | 46 | 47 | 48 | 49 | 50
TDP1 cell CPT | u | 28% | 21µM* | u | u
GCN5L2 inh | 0% | -1% | -7% | -5% | -12%
FEN1 inh | -23% | 15% | -1% | -17% | -9%

51) CCCNc1c(NS(=O)(=O)c2ccc(OC)c(OC)c2)c(=O)oc2ccccc12
52) Cc1ccc(C(=O)Nc2cccc3[nH]c(C(F)(F)F)nc23)cc1
53) O=C(O)c1c[nH]c2ccc(S(=O)(=O)N3CCN(c4ccc(F)cc4)CC3)cc2c1=O
54) Cn1nnnc1Sc1ncnc2scc(-c3ccc4c(c3)OCO4)c12
55) C=CCO/N=C/C1=C(O)C(C(=O)OC)C(C)(C)CC1=O (configuration not stated)

screen / no. | 51 | 52 | 53 | 54 | 55
TDP1 cell CPT | -19% | u | 9% | x | 3%
GCN5L2 inh | -18% | -30% | -8% | -5% | 13%
FEN1 inh | -4% | 0% | u | 4% | -7%

56) CCCN(C(=O)CSc1ccccc1C(=O)O)C1CCS(=O)(=O)C1 (configuration not stated)
57) Cn1c(N)c(C(=O)COC(=O)COc2ccccc2Cl)c(=O)n(C)c1=O
58) COCCCNC(=O)CN(c1ccc(OC)cc1)S(=O)(=O)c1ccc(NC(C)=O)cc1
59) COCCNC(=O)CNS(=O)(=O)c1ccc2nc(C)sc2c1
60) CCc1c(C#N)c(N)nc(SCC(=O)OCc2ccccc2)c1C#N

screen / no. | 56 | 57 | 58 | 59 | 60
TDP1 cell CPT | -20% | 3% | 3% | -15% | 2%
GCN5L2 inh | -1% | 1% | -1% | 0% | -2%
FEN1 inh | 0% | -3% | 8% | -3% | -19%

61) COc1ccc(Cc2nnc(NC(=O)c3ccc(OC)c(OC)c3)s2)cc1
62) CCOc1ccc(NC(=O)CC2C(=O)N(c3ccc(OC)cc3)C(=O)N2Cc2ccc(OC)cc2)cc1 (configuration not stated)
63) c1ccc(Cc2noc(CN3CCC(CN4CCOCC4)CC3)n2)cc1
64) O=C(CSc1nnnn1-c1cccnc1)Nc1cccc(Cl)c1
65) O=S(=O)(O)c1ccc2c(N=Nc3ccc(S(=O)(=O)O)c4ccccc34)c(O)c(S(=O)(=O)O)cc2c1

screen / no. | 61 | 62 | 63 | 64 | 65
TDP1 cell CPT | 23µM* | u | -10% | -3% | u
GCN5L2 inh | 2% | -5% | -2% | -5% | -9%
FEN1 inh | 15% | -19% | -4% | 16% | 10µM*

66) Cc1nc(CN(C)C(=O)c2cc(COc3ccc4ncccc4c3)on2)cs1
67) CC(C)c1ccc(OCC(=O)N(c2ccccn2)C2CCCCC2)cc1
68) O=C1CC(c2ccccc2)=C(c2ccccc2)C1
69) O=C(O)C1c2ccccc2C(=O)N(Cc2ccc(F)cc2)C1c1ccncc1 (configuration not stated)
70) N#Cc1cccc2cccc(S(=O)(=O)N3CCOCC3)c12

screen / no. | 66 | 67 | 68 | 69 | 70
TDP1 cell CPT | 5.8µM* | u | 2% | 0% | 11%
GCN5L2 inh | 3% | -1% | x | -7% | -1%
FEN1 inh | 5% | 4% | -4% | -6% | -10%

71) COc1cc([N+](=O)[O-])cc(/C=N/NC(=O)c2ccc(C)nc2)c1O
72) O=C(Nc1ccc2c(c1)OCO2)N1CCN(c2ccccc2Cl)CC1
73) O=C(NC(=S)NC1CCS(=O)(=O)C1)c1cccs1 (configuration not stated)
74) C/C(CC(=O)N(C(C)C)C(C)C)=N\NC(=O)COc1ccc(Cl)cc1Cl
75) O=C(OCn1nnc2ccccc2c1=O)c1cn(-c2ccccc2)nc1-c1cccnc1
76) CCCCc1nc2cc(C(=O)N3CCCC(OCCC)C3)ccc2o1 (configuration not stated)
77) Cc1c(NC(=O)c2cccc(NS(C)(=O)=O)c2)c(=O)n(-c2ccccc2)n1C
78) COCCn1c(C)cc(/C=C2\NC(=S)N(C)C2=O)c1C

screen / no. | 71 | 72 | 73 | 74 | 75 | 76 | 77 | 78
TDP1 cell CPT | 5.2µM* | -24% | 1% | u | u | u | 2% | -12%
GCN5L2 inh | -13% | -9% | 0% | -2% | -2% | 1% | 2% | -3%
FEN1 inh | 6% | -16% | 4% | 12% | 13% | 2% | -11% | -7%
